High-throughput results: PubChem BioAssay, several laboratories
Mot1-301 SUMO – SUMOylation pathway inhibition by Mot1-301 growth rescue. AID 2716. S. cerevisiae Mot1-301 growth rescue, ATP luminescence, 38.5C; percent above DMSO median, 100 means doubled. growth rescue, % at 18.8 µM. 1% of 320,000 active;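 active = every valid replicate shows activation above 250% relative to neutral control wells; inactive = the rest, any valid replicate at or below 250%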;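 note: OY570 slx delta 5 strain wells were the positive control but not used for scaling; some compounds called inactive have numbers as strong as hits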
Ecoli viability – reduces bacterial viability in AddAB counter-screen; 0.27% of 330,000 active; AID 449728; E. coli V3065 growth, OD600 absorbance, 18 h; inhibition, % at 11.9 µM;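 active = inhibition above the campaign's mean inhibition across all tested compounds plus 3 SD, cut at about 9.9% in these data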;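 note: uninfected addAB+ strain grown without phage in ampicillin broth; 0% = DMSO wells and 100% = ciprofloxacin 0.95 µg/ml wells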
phage Ecoli inh – E. coli growth loss with phage present. inhibition, % at 11.9 µM. 0.26% of 360,000 active. growth absorbance. AID 651602; in the data active = inhibition above about 11%
HTR5A inv ag – HTR5A inverse agonism, opioid heterodimer counter-screen. P47898. HTR5A cell line, luminescence. inhibition, % at 9.3 µM. 0.083% of 340,000 active; in the data active = inhibition mostly above about 23%, no sharp cut-off; inactive = mostly below about 18%;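 note: 0% = cells with DMSO and 100% = no-cell wells with DMSO; some compounds called inactive have numbers as strong as hits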
Target sequence (P47898 whole entry, looked up): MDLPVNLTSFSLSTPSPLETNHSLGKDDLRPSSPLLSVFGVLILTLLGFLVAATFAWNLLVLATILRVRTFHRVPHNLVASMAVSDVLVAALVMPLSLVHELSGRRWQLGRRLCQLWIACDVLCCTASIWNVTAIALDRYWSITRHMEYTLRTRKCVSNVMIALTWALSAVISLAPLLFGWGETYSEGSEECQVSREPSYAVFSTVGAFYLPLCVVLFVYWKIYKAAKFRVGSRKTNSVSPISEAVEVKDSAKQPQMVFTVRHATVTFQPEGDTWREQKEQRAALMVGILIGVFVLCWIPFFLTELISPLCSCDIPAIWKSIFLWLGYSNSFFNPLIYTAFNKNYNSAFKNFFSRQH
HTR5A ag – counter-screen for OPRM1-OPRD1 agonists: human HTR5A agonism; HTR5A agonist assay, luminescence, cell-based; 0.61% of 340,000 active; activation, % at 9.3 µM; P47898; in the data active = activation mostly above about 9.5%, no sharp cut-off; inactive = mostly below about 7.6%;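 note: 0% = cells with vehicle only and 100% = reference agonist; strong numbers were not always called active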
AddAB inh – less growth of phage-infected E. coli with AddAB | inhibition, % at 11.9 µM | 0.29% of 330,000 active | E. coli expressing H. pylori AddAB, absorbance growth; in the data active = inhibition above about 12%;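 note: 0% = vehicle wells of infected cells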
PKA-R2B activ – PKA-R2B complex activation; activation, % at 11.4 µM; P22694+P31323; 0.079% of 340,000 active; PKA-R2B holoenzyme dissociation, Cy5-IP20 fluorescence polarization; R2B truncated from residue 108, S112A mutant; 0% DMSO only, 100% 113 µM cGMP;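 active = activation above a cutoff set at the mean over all compounds plus 3 SD, cut at about 18% in these data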;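 note: higher means more holoenzyme dissociation and a rise in polarization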
Tat transport – E. coli Tat transport inhibition; E. coli MC4100 TorA-mCherry Tat export, fluorescence; inhibition, % at 10 µM; 0.036% of 340,000 active; AID 488895;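 active = mean replicate inhibition at least 50% and at least half of replicates individually reaching 50%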;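 note: exported cargo escapes ClpAP degradation while cytoplasmic cargo is degraded and loses fluorescence; 0% = median of neutral control wells and 100% = median of NaSCN control wells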
DAGLB inhibitor – diacylglycerol lipase beta (human) inhibition. Q8NCG7. HEK293T DAGLB membrane lysate, EnzChek fluorogenic substrate. inhibition, % at 5.17 µM. 0.059% of 340,000 active; in the data active = inhibition above about 34%;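 note: 0% = enzyme with vehicle and 100% = wells lacking enzyme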
Target sequence (Q8NCG7 whole entry, looked up): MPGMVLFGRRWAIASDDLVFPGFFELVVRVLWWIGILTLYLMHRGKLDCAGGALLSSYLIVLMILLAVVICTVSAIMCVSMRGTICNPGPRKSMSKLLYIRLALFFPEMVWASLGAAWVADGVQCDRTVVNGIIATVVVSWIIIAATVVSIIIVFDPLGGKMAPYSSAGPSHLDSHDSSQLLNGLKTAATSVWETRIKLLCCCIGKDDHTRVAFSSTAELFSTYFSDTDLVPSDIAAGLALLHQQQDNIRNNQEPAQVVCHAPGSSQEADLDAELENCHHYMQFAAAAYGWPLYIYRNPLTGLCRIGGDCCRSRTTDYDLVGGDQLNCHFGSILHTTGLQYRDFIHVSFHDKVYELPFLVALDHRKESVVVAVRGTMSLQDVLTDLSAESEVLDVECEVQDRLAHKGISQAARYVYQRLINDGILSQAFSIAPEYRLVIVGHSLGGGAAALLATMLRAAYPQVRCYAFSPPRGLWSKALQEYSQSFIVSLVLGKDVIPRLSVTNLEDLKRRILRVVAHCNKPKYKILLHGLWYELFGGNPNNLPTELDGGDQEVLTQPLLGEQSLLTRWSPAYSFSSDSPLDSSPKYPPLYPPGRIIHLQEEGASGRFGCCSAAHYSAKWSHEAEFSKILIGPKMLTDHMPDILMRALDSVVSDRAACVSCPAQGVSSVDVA
CDK5 p35 inh – inhibitors of human CDK5/p35 kinase | Q00535+Q15078 | Recombinant CDK5/p35, ADP-Glo luminescence, 60 min | inhibition, % at 10 µM | 0.01% of 330,000 active | AID 488839;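 active = highest replicate inhibition of at least 50% and at least 75% of replicates reaching 50%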;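 note: plate controls were DMSO neutral control for no effect and GW8510 at 10 µM for full effect; many of its hits are not listed in these tables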
PKA-R1A activ – PKA-R1A complex activation | P00514+P68181 | PKA-R1A dissociation, Cy5-IP20 fluorescence polarization; scaled: DMSO 0%, 113 µM cGMP 100% | activation, % at 11.4 µM | 0.083% of 340,000 active | AID 504707;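 active = percent activation above the mean of all tested compounds plus 3 SD, cut at about 19% in these data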;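 note: higher means more PKAc released from R1A so a rise in polarization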
* hit, by the source's call; . = no result given.

SMILES | Mot1-301 SUMO | Ecoli viability | phage Ecoli inh | HTR5A inv ag | HTR5A ag | AddAB inh | PKA-R2B activ | Tat transport | DAGLB inhibitor | CDK5 p35 inh | PKA-R1A activ
CCN1CCN(Cc2c(O)ccc3c(=O)c(-c4ccccc4OC)coc23)CC1 | 4 | 1.5 | 1.1 | 1 | -1 | 1.9 | 2 | -2 | 2 | -2.3 | -6
COc1ccc(-c2nn(-c3ccccc3)cc2/C=C(/C#N)C(N)=O)cc1[N+](=O)[O-] | -15 | -2.2 | -3.3 | -4 | 1 | 3.7 | -3 | 4 | 1 | 0.0 | 7
O=C(O)c1ccccc1N/N=C\c1ccnc2ccccc12 | 1 | -2.2 | 1.1 | 10 | -4 | 2.5 | -4 | -4 | 6 | -2.0 | -3
COCc1cc(C)nc(OCC(=O)N/N=C/c2ccc(C)o2)c1C#N | -3 | 0.9 | 2.7 | -3 | 1 | 5.5 | 1 | 12 | 0 | 0.6 | -6
Cc1ccccc1CC1(CO)CCCN(Cc2ccc(C#CC(C)(C)O)cc2)C1 (stereo unspecified) | -8 | 2.5 | 3.4 | 5 | -4 | 0.7 | -6 | -5 | 0 | -5.4 | -17
CCCCOC(=O)Cn1cnc2ccc(Br)cc2c1=O | -19 | 2.2 | 1.1 | 1 | 0 | 2.6 | -7 | -2 | 0 | -1.4 | -7
CCn1c(SCC(=O)Nc2sc3c(c2C#N)CCC(C(C)(C)C)C3)nnc1-c1ccco1 (stereo unspecified) | 3 | -1.4 | -0.5 | -5 | 5 | 2.2 | 2 | -8 | 2 | 0.2 | -12
Cc1cc(C(=O)Nc2ccccc2C)n(-c2ccccc2)n1 | -7 | -0.4 | 0.6 | 15 | -4 | -0.4 | 1 | 4 | 0 | -2.0 | -3
CCOc1ncccc1C(=O)Nc1cccc(Cl)c1Cl | -14 | -0.9 | 7.9 | -14 | 5 | -0.2 | 11 | 1 | 1 | -3.9 | -2
COc1ccccc1C(=O)Nc1ccc2c(c1)C(=O)NC2=O | -3 | 0.0 | 1.9 | -4 | 1 | 1.5 | 1 | -11 | -1 | 1.4 | -15
Cc1cccc(CNC(=O)CCCn2nc(C)c3c(C)n(-c4ccccc4)nc3c2=O)c1 | 3 | -1.1 | -0.6 | 2 | 4 | 0.5 | -8 | 3 | 2 | 1.0 | 5
COc1cc(OC)cc(C(=O)Nc2ccc(N3CCN(C(=O)c4cccs4)CC3)cc2)c1 | 10 | 1.8 | -0.2 | -4 | 0 | 2.3 | -10 | -6 | 7 | 0.2 | -1
O=C(CCNC(=O)c1ccc(Cl)cc1)NCc1ccco1 | 6 | 0.6 | 1.5 | 3 | -1 | -0.9 | 3 | -11 | -2 | -0.2 | -5
O=C1Nc2ccccc2C1=O | -2 | 0.2 | 2.0 | -4 | -2 | 2.5 | -3 | -7 | -1 | -0.9 | 1
CCCc1c(C)[nH]c2nc3ccccc3n2c1=O | -8 | 2.8 | 3.4 | -27 | 7 | 0.5 | 9 | -16 | 4 | 1.1 | 4
COc1ccc(-c2nn(-c3ccccc3)cc2/C=C(\CC(=O)O)c2nc3ccccc3s2)cc1OC | 62 | 0.9 | -2.2 | -7 | 3 | 2.0 | 2 | 6 | 5 | 1.0 | 10
Cc1ccc([N+](=O)[O-])cc1NC(=O)C(C)Sc1nnc(C)n1CC1CCCO1 (stereo unspecified) | -5 | 1.8 | -0.1 | 31 | 3 | 0.5 | -8 | -5 | -2 | -0.2 | -3
CC1(C)NC(=O)N(CCOc2cccc(Cl)c2Cl)C1=O | -12 | -0.7 | 4.9 | -22 | -3 | 1.1 | -6 | 4 | -1 | -1.9 | -2
CCOC(=O)N1CCN(C(=O)c2cn(-c3ccc(C)c(C)c3)c(=O)c3ccccc23)CC1 | . | . | -0.7 | 12 | -3 | . | 1 | -5 | 0 | -0.4 | 6
NS(=O)(=O)c1cccc(NC(=O)CSc2ncc(C(F)(F)F)cc2Cl)c1 | -17 | 2.0 | 0.9 | -14 | -3 | 1.4 | -9 | -1 | 0 | -2.0 | 3
Cc1ncc(C23CC4CC(CC(C4)C2)C3)[nH]1 | -5 | 1.1 | 2.8 | 10 | 2 | 0.2 | 4 | 2 | 2 | -2.4 | -3
O=C(NCc1ccco1)C(c1cccs1)N(Cc1ccccc1)C(=O)Cn1nnc2ccccc21 (stereo unspecified) | 6 | -1.5 | 4.6 | -14 | -2 | 1.5 | -7 | 1 | -1 | -1.4 | 3
Cn1c(SCCOc2ccc(F)cc2)nnc1-c1ccncc1 | -8 | -0.8 | 2.7 | 13 | -1 | -2.7 | -12 | 1 | -1 | -1.5 | -4
COc1ccc(C2(SCC(N)C(=O)O)c3ccccc3-c3ccccc32)cc1 (stereo unspecified) | . | . | 2.1 | -20 | 5 | . | -1 | 2 | -9 | -0.2 | -3
CCOC(=O)Cn1c(=O)oc2cc(S(=O)(=O)NCc3ccccn3)ccc21 | 4 | 2.1 | 2.2 | -14 | 5 | 1.2 | -3 | -4 | 1 | -0.6 | -5
Following part:
SMILES | Mot1-301 SUMO | Ecoli viability | phage Ecoli inh | HTR5A inv ag | HTR5A ag | AddAB inh | PKA-R2B activ | Tat transport | DAGLB inhibitor | CDK5 p35 inh | PKA-R1A activ
CCC(C)NS(=O)(=O)c1ccc(NS(C)(=O)=O)cc1 (stereo unspecified) | 14 | -0.1 | 1.3 | 9 | 3 | 3.5 | 9 | 11 | -6 | -0.3 | -15
CCc1cc2c(COC(=O)c3c(C)noc3C)cc(=O)oc2cc1O | -3 | 1.6 | -1.2 | 5 | 5 | -3.0 | -2 | 1 | -3 | 1.6 | 4
C[C@@H]1CN([C@@H](C)CO)C(=O)c2cc(NS(C)(=O)=O)ccc2O[C@@H]1CN(C)Cc1ccc(C(F)(F)F)cc1 | . | . | -1.2 | 6 | -2 | . | -10 | -3 | 2 | 1.7 | -1
Cc1cc(Oc2ccc(OCC(N)=O)nn2)nc(Cl)n1 | -5 | -0.6 | 3.2 | 13 | 1 | 1.0 | -18 | -4 | -1 | -0.3 | -15
CCOC(=O)c1sc(N)c(C(=O)OC)c1C | -13 | 0.0 | 3.7 | 3 | -1 | 1.8 | 2 | -3 | 0 | -0.3 | -5
Cc1ccc(S(=O)(=O)CCC(=O)OCC(=O)N(Cc2ccccc2)C(C)C)cc1 | -6 | -1.9 | 1.5 | -12 | 7 | -0.5 | 7 | -12 | 1 | 1.4 | -3
COCCNC(=O)c1c(CSc2ccc(F)cc2)noc1C(=O)NCc1ccccc1 | 4 | -0.5 | 2.0 | 5 | 7 | 2.0 | -1 | 10 | -5 | 0.8 | 6
CCc1nnc(NC(=O)CSc2nnc(-c3ccccc3OC)n2-c2ccc(C)cc2)s1 | 11 | -2.0 | 1.9 | -1 | -1 | -2.7 | 5 | 8 | 1 | 0.5 | -2
COC(=O)/C(=C1/Oc2cc3c(cc2S1)OCO3)C(F)(F)F | -3 | -4.6 | 4.1 | 0 | 0 | 1.8 | 1 | -5 | -5 | -4.1 | -9
CC(=O)Nc1ccc(S(=O)(=O)Oc2ccc(C(=S)N3CCC(O)CC3)cc2)cc1 | 19 | -1.8 | 2.3 | -11 | 4 | 1.3 | -6 | -13 | -1 | -3.9 | -6
O=C(Nc1ccccc1O)c1ccc2c(c1)C(=O)N(N1C(=O)c3ccccc3C1=O)C2=O | 1 | 0.0 | -1.0 | 11 | 5 | -1.9 | -12 | 11 | 5 | 2.9 | -7
CCCCC(=O)Nc1cccc(NC(=O)c2cccc(Br)c2)c1 | 9 | 5.0 | 10 | 7 | -3 | 7.1 | 7 | -5 | -4 | 0.2 | 5
CC1CCCCC1NC(=O)CCCCn1c(=O)[nH]c2ccsc2c1=O (stereo unspecified) | -9 | -1.6 | -1.2 | -17 | 2 | 2.1 | 4 | 3 | 0 | 0.4 | -10
O=C(COC(=O)Cc1ccc(Br)cc1)NC12CC3CC(CC(C3)C1)C2 | -20 | -2.4 | -1.4 | 10 | -5 | 0.2 | -5 | 17 | -6 | 0.4 | -9
CC1CCCC(C)N1CCNC(=O)CCc1nnc2n(Cc3ccccc3)c(=O)c3ccccc3n12 (stereo unspecified) | -5 | -1.9 | -1.5 | 15 | -5 | 4.8 | 0 | 2 | 0 | 0.2 | -1
O=C(CSc1nccc(=O)[nH]1)N1CCCc2ccccc21 | 6 | 2.3 | 1.1 | 7 | -3 | 1.8 | 1 | -7 | -2 | -0.8 | 4
Cc1ccc(NS(=O)(=O)c2cccc(C(=O)NCc3ccccn3)c2)cc1 | -20 | -0.3 | 1.1 | -1 | 0 | 0.5 | 7 | -2 | 0 | -0.5 | 2
O=C(COC(=O)c1cccc(S(=O)(=O)N2CCOCC2)c1)Nc1nc(-c2ccccc2Cl)cs1 | 51 | -0.7 | 2.1 | -20 | 0 | 0.7 | 5 | 0 | -3 | -0.4 | -1
Cc1ccc(CSC2=NCCN2C(=O)c2ccco2)cc1 | 7 | 0.4 | 2.3 | -2 | 1 | 3.9 | -8 | 9 | -1 | -0.6 | 9
CC(C)C[C@H](NC(=O)C1CC(=O)N(c2ccc3c(c2)OCO3)C1)C(=O)NC1CCCCC1 (stereo partly specified) | -8 | 1.6 | -3.0 | -5 | 1 | 0.8 | -6 | -7 | 0 | 0.4 | -3
Cc1cc2ccccc2n2c(SCC(=O)NCc3cccs3)nnc12 | 362 | 1.1 | 2.5 | 3 | -1 | 2.0 | -6 | 2 | -1 | 5.5 | -5
COc1ccc(NC(=O)Cn2cnc3c(cnn3C(C)(C)C)c2=O)cc1OC | . | -1.3 | -1.5 | 1 | 0 | 2.4 | -1 | 6 | 0 | 1.2 | -3
COc1ccc(C2=NN(C(=O)c3cccs3)C(O)(C(F)(F)F)C2)cc1 (stereo unspecified) | -12 | -0.8 | 2.7 | -7 | 2 | -0.1 | -4 | 0 | -6 | -1.4 | -12
C=CCc1ccc(OCCOCCN(C)C)c(OC)c1 | 70 | -2.0 | 2.3 | -7 | -2 | 1.4 | -5 | -12 | 3 | -1.4 | -1
CN(CC(=O)Nc1cccc(F)c1)C(=O)/C=C/c1cn(Cc2ccccc2)nc1-c1cccnc1 | 22 | -3.0 | 0.5 | 20 | 3 | -3.2 | 3 | 3 | -1 | 0.5 | -14
O=[N+]([O-])c1ccc(N2CCN(S(=O)(=O)c3ccccc3)CC2)cc1NCCN1CCOCC1 | 2 | -0.8 | 0.0 | 2 | -1 | -0.8 | 1 | 1 | 5 | -2.1 | -8
CCOC(=O)C1=CN(Cc2ccco2)S(=O)(=O)NC1CC (stereo unspecified) | . | 2.0 | 3.0 | 0 | 0 | 0.6 | -10 | -9 | -3 | -0.3 | -9

Single records, from the list above. Order of values: Mot1-301 SUMO | Ecoli viability | phage Ecoli inh | HTR5A inv ag | HTR5A ag | AddAB inh | PKA-R2B activ | Tat transport | DAGLB inhibitor | CDK5 p35 inh | PKA-R1A activ
O=C(NCc1ccco1)C(c1cccs1)N(Cc1ccccc1)C(=O)Cn1nnc2ccccc21 (stereo unspecified) is listed as 6 | -1.5 | 4.6 | -14 | -2 | 1.5 | -7 | 1 | -1 | -1.4 | 3
Cc1ccc(CSC2=NCCN2C(=O)c2ccco2)cc1 is listed as 7 | 0.4 | 2.3 | -2 | 1 | 3.9 | -8 | 9 | -1 | -0.6 | 9
COc1ccc(C2=NN(C(=O)c3cccs3)C(O)(C(F)(F)F)C2)cc1 (stereo unspecified) is listed as -12 | -0.8 | 2.7 | -7 | 2 | -0.1 | -4 | 0 | -6 | -1.4 | -12
